Compound activity deposited in PubChem BioAssay by Broad Institute.
Mtb BioA inh: blocks M. tuberculosis BioA enzyme activity; purified M. tuberculosis BioA enzyme, plate reader; inhibition, % at 9.99 µM; hit rate 0.096% among 360,000; in the data active = inhibition above about 40%
Starred values were filed as active, the others as inactive; & = joins results of further samples. Not all compounds are listed; count on the stated rates, not on these rows.

SMILES	Mtb BioA inh
Cc1noc(C)c1NC(=O)Nc1ccc2c(c1)C(=O)N([C@H](C)CO)C[C@H](C)[C@@H](CN(C)S(=O)(=O)c1c(C)noc1C)OCCCC[C@H](C)O2	0.5
O=C(N[C@@H]1CC[C@@H](CCNC(=O)C2CCOCC2)O[C@H]1CO)c1ccncc1	-0.9
C[C@H](CO)N1C[C@H](C)[C@H](CN(C)Cc2ccncc2)Oc2ncc(/C=C/c3ccccc3)cc2C1=O	2.7&0.3
Cc1noc(C)c1S(=O)(=O)Nc1ccc2c(c1)C(=O)N([C@H](C)CO)C[C@@H](C)[C@H](CN(C)C(=O)Nc1ccccc1)O2	-2.4
CCC(=O)N1[C@@H]2c3ccc(-c4ccccc4F)c(=O)n3C[C@H]1[C@H](CO)[C@H]2C(=O)NC1CCC1	-3.3
COc1ccc(S(=O)(=O)N(C)C[C@@H]2OCCCC[C@@H](C)Oc3ccc(NC(=O)Nc4ccc5c(c4)OCO5)cc3C(=O)N([C@@H](C)CO)C[C@H]2C)cc1	0.6
COc1ccccc1-c1ccc2c(c1)O[C@@H](CN(C)C)[C@H](C)CN([C@@H](C)CO)S2(=O)=O	-0.7
O=C(CN1CCOCC1)N[C@@H]1CC[C@@H](CCNC(=O)C2CCC2)O[C@@H]1CO	-2.1
CCCNC(=O)C[C@H]1C[C@@H]2c3cc(NS(=O)(=O)c4ccc(OC)cc4)ccc3O[C@@H]2[C@@H](CO)O1	0.8
C[C@@H]1CN([C@H](C)CO)C(=O)c2cccc(NS(=O)(=O)c3ccc(Cl)cc3)c2O[C@@H]1CN(C)Cc1ccc(Cl)c(Cl)c1	-3.0
CC(C)NC(=O)N(C)C[C@@H]1Oc2ncc(C#CC3(O)CCCC3)cc2C(=O)N([C@H](C)CO)C[C@H]1C	-1.0
OC[C@H]1[C@H](c2ccc(C#CC3(O)CCCC3)cc2)[C@H]2CN(Cc3cncnc3)CCCCN21	-2.3
COc1ccc(CN2C[C@H](C)[C@@H](OC)CN(C)C(=O)c3cc(NC(=O)C4CC4)ccc3OC[C@@H]2C)cc1	1.6
CO[C@@H]1CN(C)C(=O)c2cc(NC(=O)C3CCOCC3)ccc2OC[C@@H](C)N(C(C)=O)C[C@H]1C	-1.8
COc1cccc(-c2ccc([C@@H]3[C@H]4CN(C(=O)NC(C)C)CCCCN4[C@H]3CO)cc2)c1	2.0
COc1ccc(NC(=O)Nc2ccc3c(c2)CC(=O)N([C@@H](C)CO)C[C@H](C)[C@@H](CN(C)CC2CCCCC2)O3)cc1	-0.4
O=C(Cc1ccccn1)NCC[C@H]1CC[C@H](NS(=O)(=O)c2ccc(Cl)cc2)[C@H](CO)O1	-3.6
CCC(=O)N(C)C[C@H]1Oc2cc(C#CCC3CCCC3)ccc2S(=O)(=O)N([C@@H](C)CO)C[C@@H]1C	-5.4
C[C@H]1CN([C@@H](C)CO)S(=O)(=O)c2ccc(C#Cc3ccccc3F)cc2O[C@H]1CN(C)C(=O)c1ccc2c(c1)OCO2	-2.8
C[C@H](CO)N1C[C@H](C)[C@@H](CN(C)Cc2ccccn2)Oc2ncc(-c3ccc(F)cc3)cc2C1=O	2.5
C[C@H](CO)N1C[C@H](C)[C@H](CN(C)C(=O)Nc2ccc3c(c2)OCO3)OCCCC[C@H](C)Oc2ccc(NC(=O)CCC(F)(F)F)cc2C1=O	0.6
Cc1noc(C)c1S(=O)(=O)Nc1cccc2c1O[C@H](CN(C)Cc1ccc(-c3ccccc3)cc1)[C@H](C)CN([C@@H](C)CO)C2=O	-4.9
Cc1noc(C)c1NC(=O)N(C)C[C@H]1OCCCC[C@H](C)Oc2ccc(NS(=O)(=O)c3c(C)noc3C)cc2C(=O)N([C@@H](C)CO)C[C@H]1C	-1.4
CN(C)CC#Cc1ccc([C@H]2[C@@H](CO)N3CCCCN(C(=O)NC4CCCC4)C[C@H]23)cc1	4.6
C[C@H](CO)N1C[C@H](C)[C@@H](CN(C)Cc2ccccc2)Oc2ccc(NS(=O)(=O)c3ccccc3)cc2C1=O	0.2
COc1ccc(S(=O)(=O)Nc2ccc3c(c2)CC(=O)N([C@@H](C)CO)C[C@H](C)[C@H](CN(C)C)O3)cc1	2.9
Cc1noc(C)c1NC(=O)Nc1ccc2c(c1)CC(=O)N([C@@H](C)CO)C[C@@H](C)[C@@H](CN(C)C(=O)NC1CCCCC1)O2	-2.0
O=C(NC1CCCCC1)[C@H]1[C@H](CO)[C@H]2Cn3c(cccc3=O)[C@H]2N1CC1CCCCC1	-1.7
Cc1ccccc1NC(=O)Nc1ccc2c(c1)C(=O)N(C)[C@@H]1CC[C@H](CC(=O)NCC3CC3)O[C@@H]1CO2	5.1
C[C@H](CO)N1C[C@H](C)[C@H](CN(C)CC2CC2)Oc2ccc(NC(=O)Cc3cn(C)c4ccccc34)cc2C1=O	0.9
COCC#Cc1cnc2c(c1)C(=O)N([C@@H](C)CO)C[C@H](C)[C@@H](CN(C)C(=O)Nc1ccc(OC)cc1)O2	1.6
CN(C)CC(=O)N[C@@H]1CC[C@H](CCNC(=O)C2CCC2)O[C@H]1CO	6.6
C[C@@H]1CN([C@@H](C)CO)S(=O)(=O)c2ccc(C3=CCCC3)cc2O[C@H]1CN(C)Cc1ccncc1	6.4
CCCNC(=O)Nc1ccc2c(c1)C(=O)N(C)[C@@H]1CC[C@H](CC(=O)NCC3CCCCC3)O[C@@H]1CO2	0.1
CC(=O)N(C)C[C@@H]1Oc2cc(C#CC(C)C)ccc2S(=O)(=O)N([C@@H](C)CO)C[C@@H]1C	1.2
C[C@@H]1CCCCO[C@H](CN(C)C(=O)Nc2ccc(C(F)(F)F)cc2)[C@H](C)CN([C@@H](C)CO)C(=O)c2cc(NC(=O)Nc3cccc4ccccc34)ccc2O1	0.1

Next part (five carried over from the part before).
SMILES	Mtb BioA inh
CN(C)CC(=O)N[C@@H]1CC[C@H](CCNC(=O)C2CCC2)O[C@H]1CO	6.6
C[C@@H]1CN([C@@H](C)CO)S(=O)(=O)c2ccc(C3=CCCC3)cc2O[C@H]1CN(C)Cc1ccncc1	6.4
CCCNC(=O)Nc1ccc2c(c1)C(=O)N(C)[C@@H]1CC[C@H](CC(=O)NCC3CCCCC3)O[C@@H]1CO2	0.1
CC(=O)N(C)C[C@@H]1Oc2cc(C#CC(C)C)ccc2S(=O)(=O)N([C@@H](C)CO)C[C@@H]1C	1.2
C[C@@H]1CCCCO[C@H](CN(C)C(=O)Nc2ccc(C(F)(F)F)cc2)[C@H](C)CN([C@@H](C)CO)C(=O)c2cc(NC(=O)Nc3cccc4ccccc34)ccc2O1	0.1
O=C(C[C@@H]1CC[C@@H](NC(=O)Nc2cc(F)ccc2F)[C@H](CO)O1)NCc1ccccn1	-2.7
CN(C)C(=O)C[C@H]1CC[C@H]2[C@@H](COC[C@@H](O)CN2CC2CC2)O1	-1.4
O=C(C[C@@H]1CC[C@H](NC(=O)Nc2cccc(F)c2)[C@H](CO)O1)NCC1CCCCC1	2.1
C[C@@H]1CN([C@H](C)CO)C(=O)c2cccc(NC(=O)C3CCOCC3)c2O[C@@H]1CN(C)Cc1ccc2c(c1)OCO2	-0.3
CO[C@H]1CN(C)C(=O)c2cc(NC(C)=O)ccc2OC[C@@H](C)N(Cc2ccccc2F)C[C@H]1C	0.9
O=C(C[C@@H]1CC[C@@H]2[C@H](COC[C@@H](O)CN2Cc2ccc(Cl)cc2)O1)NCc1cccc(F)c1	-0.4
CC(C)NC(=O)Nc1cccc2c1O[C@H](CN(C)S(=O)(=O)c1cccs1)[C@@H](C)CN([C@@H](C)CO)C2=O	-1.0
COCC#Cc1cnc2c(c1)C(=O)N([C@H](C)CO)C[C@@H](C)[C@H](CN(C)Cc1ccccc1F)O2	3.9
C[C@H](CO)N1C[C@H](C)[C@@H](CN(C)Cc2ccc(-c3ccccc3)cc2)Oc2ccc(NC(=O)Nc3ccc(F)cc3)cc2C1=O	-2.0
C[C@@H]1CN([C@@H](C)CO)C(=O)Cc2cc(NS(C)(=O)=O)ccc2O[C@@H]1CN(C)S(=O)(=O)c1ccc(Cl)cc1	0.8
COc1ccc(S(=O)(=O)Nc2ccc3c(c2)C(=O)N([C@H](C)CO)C[C@H](C)[C@@H](CN(C)S(=O)(=O)c2ccc(F)cc2)OCCCC[C@H](C)O3)cc1	-1.7
CN1c2ccc(Br)cc2[C@@H]2[C@@H](CCN2S(=O)(=O)c2ccccc2)[C@@H]1CO	1.3
CCCNC(=O)c1cc2c(c(-c3cccc(-c4ccc(F)cc4)c3)n1)[C@@H](CCO)N([S@](=O)C(C)(C)C)C2	2.7
C[C@@H]1CN([C@@H](C)CO)S(=O)(=O)c2ccc(C#CC3(O)CCCC3)cc2O[C@H]1CN(C)C(=O)c1ccccc1	2.1
C[C@@H]1CN([C@@H](C)CO)C(=O)c2cccc(NC(=O)Nc3ccc(F)cc3)c2O[C@@H]1CN(C)S(=O)(=O)c1ccccc1	-0.7
O=C(C[C@H]1C=C[C@H](NS(=O)(=O)c2ccccc2)[C@@H](CO)O1)NCCN1CCCCC1	-2.2
CS(=O)(=O)Nc1ccc2c(c1)[C@@H]1C[C@@H](CC(=O)NCCc3ccccc3)O[C@H](CO)[C@@H]1O2	1.4
Cc1ccc(S(=O)(=O)N(C)C[C@@H]2Oc3ccc(NC(=O)Nc4ccc(F)cc4)cc3C(=O)N([C@H](C)CO)C[C@@H]2C)cc1	-0.7
C/C=C/c1cnc2c(c1)C(=O)N([C@@H](C)CO)C[C@@H](C)[C@@H](CN(C)C(=O)C1CC1)O2	-4.1
C[C@H](CO)N1C[C@H](C)[C@@H](CN(C)C(=O)Cc2ccccn2)Oc2cc(-c3cccc(C(=O)N(C)C)c3)ccc2S1(=O)=O	3.4
C[C@@H]1CN([C@H](C)CO)C(=O)c2cc(NS(=O)(=O)c3ccc(Cl)cc3)ccc2O[C@@H]1CN(C)C(=O)NC1CCCCC1	-1.8
C[C@@H]1CN([C@@H](C)CO)S(=O)(=O)c2ccc(C#CC3CC3)cc2O[C@H]1CN(C)Cc1cccc(F)c1	-0.3
C[C@@H]1CN([C@@H](C)CO)S(=O)(=O)c2ccc(C3=CCCCC3)cc2O[C@@H]1CN(C)S(=O)(=O)c1cn(C)cn1	3.2
C[C@H]1CCCCO[C@H](CN(C)Cc2ccncc2)[C@@H](C)CN([C@@H](C)CO)C(=O)c2cc(NS(=O)(=O)c3ccc(F)cc3)ccc2O1	0.4
Cc1ccc(S(=O)(=O)Nc2ccc3c(c2)CC(=O)N([C@H](C)CO)C[C@H](C)[C@H](CN(C)C(=O)Nc2cccc4ccccc24)O3)cc1	-6.5
C[C@@H]1CN([C@@H](C)CO)C(=O)c2ccccc2-c2ccccc2CO[C@@H]1CN(C)S(=O)(=O)c1ccccc1C#N	0.8
C[C@H](CO)N1C[C@H](C)[C@@H](CN(C)C(=O)C2CC2)Oc2cc(C#CC3CC3)ccc2S1(=O)=O	3.8
C[C@@H]1CN([C@@H](C)CO)C(=O)Cc2cc(NS(=O)(=O)c3ccccc3)ccc2O[C@H]1CN(C)C(=O)Nc1ccccc1	-2.5
C[C@@H](O)C#Cc1ccc2c(c1)O[C@@H](CN(C)C(=O)C1CC1)[C@@H](C)CN([C@@H](C)CO)S2(=O)=O	-0.9
C[C@@H]1CN([C@H](C)CO)C(=O)c2cc(C#CC3(O)CCCC3)cnc2O[C@@H]1CN(C)Cc1cncnc1	-3.5
CCCC#Cc1ccc2c(c1)O[C@H](CN(C)C(=O)c1cccnc1)[C@H](C)CN([C@@H](C)CO)S2(=O)=O	1.0
C[C@H]1CN([C@@H](C)CO)C(=O)c2cc(NC(=O)CCCN(C)C)ccc2O[C@H]1CN(C)C	1.3
C[C@H](CO)N1C[C@H](C)[C@@H](CN(C)C)Oc2ccc(NC(=O)CCCN(C)C)cc2CC1=O	1.3
COc1ccc(S(=O)(=O)Nc2ccc3c(c2)C(=O)N([C@@H](C)CO)C[C@H](C)[C@H](CN(C)Cc2ccc(C(F)(F)F)cc2)O3)cc1	-2.8
C/C=C/c1ccc2c(c1)O[C@@H](CN(C)C(=O)CC)[C@H](C)CN([C@@H](C)CO)S2(=O)=O	-0.5
Cc1ccccc1-c1cnc2c(c1)C(=O)N([C@@H](C)CO)C[C@H](C)[C@@H](CN(C)C(=O)CN(C)C)O2	-0.9

Pulled by compound from the list above:
SMILES	Mtb BioA inh
C[C@H](CO)N1C[C@H](C)[C@H](CN(C)C(=O)Nc2ccc3c(c2)OCO3)OCCCC[C@H](C)Oc2ccc(NC(=O)CCC(F)(F)F)cc2C1=O	0.6
C[C@H](CO)N1C[C@H](C)[C@H](CN(C)CC2CC2)Oc2ccc(NC(=O)Cc3cn(C)c4ccccc34)cc2C1=O	0.9

Rewritten with bars between the fields: part of the list above.
SMILES | Mtb BioA inh
Cc1ccc(S(=O)(=O)N(C)C[C@@H]2Oc3ccc(NC(=O)Nc4ccc(F)cc4)cc3C(=O)N([C@H](C)CO)C[C@@H]2C)cc1 | -0.7
C[C@@H]1CN([C@@H](C)CO)S(=O)(=O)c2ccc(C#CC3CC3)cc2O[C@H]1CN(C)Cc1cccc(F)c1 | -0.3
CC(C)NC(=O)N(C)C[C@@H]1Oc2ncc(C#CC3(O)CCCC3)cc2C(=O)N([C@H](C)CO)C[C@H]1C | -1.0
C[C@@H]1CN([C@@H](C)CO)S(=O)(=O)c2ccc(C3=CCCC3)cc2O[C@H]1CN(C)Cc1ccncc1 | 6.4

Later entries
SMILES	Mtb BioA inh
C/C=C/c1ccc2c(c1)O[C@H](CN(C)C(=O)c1ccc3c(c1)OCO3)[C@H](C)CN([C@H](C)CO)S2(=O)=O	0.6
COCC#Cc1ccc2c(c1)O[C@H](CN(C)C(=O)COC)[C@@H](C)CN([C@@H](C)CO)S2(=O)=O	-0.8
CCCC#Cc1cnc2c(c1)C(=O)N([C@H](C)CO)C[C@H](C)[C@@H](CN(C)C(=O)c1cccc(F)c1)O2	0.1
Cn1cnc(S(=O)(=O)N[C@@H]2CC[C@@H](CC(=O)Nc3ccc(-c4ccccc4)cc3)O[C@H]2CO)c1	-0.9
O=C(c1ccccn1)N1C[C@@H]2[C@H](c3ccccc31)[C@@H](CO)N2C(=O)C1CC1	1.8
Cc1noc(C)c1NC(=O)NCC[C@@H]1CC[C@H](NC(=O)Nc2cccc(Cl)c2)[C@@H](CO)O1	1.4
C[C@@H]1CN([C@H](C)CO)S(=O)(=O)c2ccc(C#Cc3cccc(F)c3)cc2O[C@@H]1CN(C)C	0.6
COCC#Cc1cnc2c(c1)C(=O)N([C@@H](C)CO)C[C@@H](C)[C@@H](CN(C)C(=O)Nc1c(C)noc1C)O2	-1.9
